Bioassay records (PubChem BioAssay)
KCNH2 WT inh: KCNH2 (human, wildtype) channel inhibition; AID 720551; U2OS, BacMam KCNH2, thallium flux FluxOr; hits give low values; activity change, % at 1.84 µM; hit rate 0.37% among 340,000; Q12809;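 active means maximum activity change below -70%; inconclusive means maximum activity change between -70% and -50%; inactive means maximum activity change above -50%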; further: on the % scale 0 is the no-effect control and ±100 the full control effect
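U2OS cells were transduced with wild-type KCNH2 virus (2.03 x 10^8 / mL) for 4 h at room temperature, then cultured overnight at 37 C. Thallium flux was read with FluxOr dye. Rate constants were normalized to DMSO controls.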
Mito fusion act: mitochondrial division inhibition or fusion activation; S. cerevisiae fusion-defective mutant growth rescue, CellTiterGlo 48 h; Potency, µM (series often up to 46.1 µM), for inactives: at the highest dose growth rescue (activation), most hits filed as activators; hit rate 0.23% among 320,000; AID 485298;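 further: potency means the concentration at half of the fitted maximal effect; % of control where 0% means no effect; nearly all actives have a fitted effect of over 45% in size; temperature-sensitive fusion mutants such as fzo1-1 at 37 °C on non-fermentable ethanol glycerol medium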
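Yeast fusion mutant, YPEG (non-fermentable carbon), compound, 48 h at 37C non-permissive; CellTiterGlo added, 10 min RT, luminescence read. Rescued growth = division inhibition.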
TCR act: activators of T cell receptors; Potency, µM (titrated, usually from 9.22 µM), without a hit: at the highest dose activation of IL-2 secretion, actives largely listed as activators; AID 504894; 330,000 tested, under 10 active; primary human leukocytes, anti-CD3, IL-2 HTRF, 48 h; further: % of control where 0% means no effect
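Readout: HTRF IL-2, Eu-cryptate/d2 antibody pair, 320nm excitation, 665nm emission. Stimulus: a-CD3 beads, no co-stimulation. Cells: primary human leukocytes. Exposure: 48 hr with compound.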
Eya2 inh: inhibitors of human Eya2 phosphatase activity. O00167. recombinant Eya2, OMFP fluorescence dephosphorylation (OMFP is methylfluorescein phosphate). Potency, µM (top dose mostly 76.9 µM), for inactives: at the top dose activity, negative = inhibition, usual class: inhibitors. hit rate 0.006% among 330,000; further: potency means the concentration at half of the fitted maximal effect; on the % scale 0 is the no-effect control and ±100 the full control effect
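Eya2 protein (added as 0.2 uM solution) was preincubated with compound for 10 min at ambient temperature in 50 mM HEPES pH 7.5, 50 mM NaCl, 5 uM MgCl2, 0.05% BSA, 1 mM DTT. OMFP (added at 50 uM) then reacted 10 min; fluorescence read at 485/525 nm.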
KCNH2 3.1 block: inhibitors of human KCNH2 3.1 potassium channel isoform; hit rate 0.95% among 340,000; activity change, % (tested at about 1.8 µM); U2OS KCNH2 3.1, thallium flux FluxOr; hits give low values;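 active means maximum activity change below -70%; inconclusive means maximum activity change from -70% to -50%; inactive means maximum activity change above -50%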;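 further: thallium influx rate constant from kinetic fluorescence after stimulation buffer; on the % scale 0 is the no-effect control and ±100 the full control effect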
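Measured as rate of thallium-driven FluxOr signal in transduced U2OS cells carrying the 3.1 channel, read kinetically for 2 min upon stimulation; values are rate constants scaled to DMSO control wells.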
USP2a inh: blocks human ubiquitin-specific protease USP2a; Potency, µM (highest dose often 38.3 µM), without a hit: top-dose activity change, negative = inhibition, usual class: inhibitors; AID 463254; O75604; USP2 core, Ub-CHOP2 coupled fluorogenic reporter, 485/531; hit rate 0.01% among 330,000;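 further: potency means the concentration at half of the fitted maximal effect; plate controls were DMSO wells for no effect and full inhibition by NEM control for full effect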
Target sequence (O75604 whole entry, looked up): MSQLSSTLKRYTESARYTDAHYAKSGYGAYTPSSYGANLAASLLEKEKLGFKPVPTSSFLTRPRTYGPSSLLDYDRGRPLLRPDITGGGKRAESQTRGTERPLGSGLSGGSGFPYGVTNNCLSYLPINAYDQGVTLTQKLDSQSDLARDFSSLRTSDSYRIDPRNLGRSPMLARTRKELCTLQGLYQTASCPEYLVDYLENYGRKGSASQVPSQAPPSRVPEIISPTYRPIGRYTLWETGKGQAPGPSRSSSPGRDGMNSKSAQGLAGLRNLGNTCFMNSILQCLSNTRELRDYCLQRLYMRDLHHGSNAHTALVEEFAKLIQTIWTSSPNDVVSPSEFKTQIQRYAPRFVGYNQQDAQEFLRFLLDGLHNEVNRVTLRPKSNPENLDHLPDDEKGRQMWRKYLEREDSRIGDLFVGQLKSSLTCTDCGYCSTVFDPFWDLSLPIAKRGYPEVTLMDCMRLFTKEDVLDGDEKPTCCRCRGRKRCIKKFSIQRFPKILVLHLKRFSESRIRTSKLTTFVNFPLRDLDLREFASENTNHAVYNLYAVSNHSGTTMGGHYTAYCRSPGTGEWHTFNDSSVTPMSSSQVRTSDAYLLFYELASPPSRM
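USP2 core (10nM final) preincubated 30min RT with compound in 20mM Tris-HCl pH 8.0, 2mM CaCl2, 2mM beta-mercaptoethanol, 0.05% CHAPS; 25nM Ub-CHOP2 plus 25nM reporter substrate added, fluorescence (Ex485/Em531) read after 60min.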
A-T KAP1 phos: potential ataxia-telangiectasia treatments restoring KAP-1 phosphorylation; […] A-T fibroblasts, KAP-1 phosphorylation AlphaLISA; neocarzinostatin DNA damage 30 min before lysis; Potency, µM (series often up to 57.5 µM), without a hit: at the highest dose activation, usual class: activators; AID 485349; hit rate 0.19% among 320,000; further: potency means the concentration at half of the fitted maximal effect; % of control where 0% means no effect; nearly all actives have a fitted effect of over 45% in size
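ATM-like activity read as KAP-1 phosphorylation via AlphaLISA donor/acceptor antibody pairs after lysis and 6 hr at 25C. Cells were ATM-null patient fibroblasts ([…], hTERT), dosed 60 min, then exposed to the DSB inducer NCS for 30 min.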
TSHR antag: human thyrotropin receptor antagonism | TSHR-expressing cells, TSH-stimulated cAMP HTRF, 2 h; hits give low values | activity change, negative = inhibition, % at 11.5 µM | hit rate 0.2% among 330,000 | AID 504810;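 active means activity change below a set negative limit, meaning inhibition stronger than a set level, cut at about -70% in these data; inconclusive means activity change between two set negative limits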; further: on the % scale 0 is the no-effect control and ±100 the full control effect
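Inhibition of cAMP made by TSHR-expressing cells under TSH stimulation (4nM final, EC80; 2 h, 37 deg C) is quantified with a one-step lysis HTRF kit, anti-cAMP cryptate versus cAMP-d2.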
ELG1 DNA repair: inhibitors of ELG1-dependent DNA repair in HEK293T cells | HEK293T ELG1-luciferase reporter, luminescence, 16 h; DNA damage induced by 5-fluorouridine | hit rate 2.3% among 330,000 | Potency, µM (doses to about 46.1 µM), for inactives: at the top dose activity change, negative = inhibition, most hits filed as inhibitors; further: potency means the concentration at half of the fitted maximal effect; on the % scale 0 is the no-effect control and ±100 the full control effect; nearly all actives have a fitted effect of over 55% in size
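5-Fluorouridine DNA damage + compound/DMSO, 2,000 cells/well, 16 h, 37 °C/5% CO2. ONE-Glo, 30 min RT, luminescence. Readout = decrease in reporter signal.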
TRPV1 agonist: human TRPV1 agonism | hit rate 0.19% among 320,000 | AID 540275 | TRPV1-expressing cells, Fluo-8 calcium influx, agonist mode | activation, % at 8.33 µM; in the data active means activation above about 80%; inconclusive means between about 30% and that limit; further: 0% is about no effect
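TRPV1-expressing cells were cultured overnight at 35.5C and loaded with Fluo-8 calcium dye for 40 to 90 min at room temperature. After a 10 s baseline, compound was added and calcium influx was read kinetically for 3 min (ex 480/em 520 nm).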
Active calls of the source: *; u = inconclusive; x = not tested or not shown; [ ] = dose if it differs, or a comment. Unless noted, the call rests on the fitted dose curve; in most records, active means well fitted curve in the direction sought with a large enough effect; inconclusive means small, poorly fitted or top-dose-only effect, or another doubt; inactive means no such curve, though single readings can be large; an effect the other way counts as inactive or inconclusive. A portion of the library, so the mix of outcomes need not match the whole.

#	Molecule	Eya2 inh	TRPV1 agonist	USP2a inh	TSHR antag	ELG1 DNA repair	TCR act	A-T KAP1 phos	KCNH2 WT inh	KCNH2 3.1 block	Mito fusion act
1	CCCCCC(=O)Nc1cc(S(=O)(=O)N2CCOCC2)ccc1N1CCCCC1	14%	u	-2%	-11	13%	-2%	0%	-5	-5	12%
2	Cc1cc(C)n(-c2nc3ccccc3c3nc(C)nn23)n1	10%	-1	0%	3	15%	-2%	13%	2	25	-4%
3	COc1ccc(CSc2nc3ccccc3c(=O)[nH]2)cc1F	5%	3	4%	-3	-3%	-3%	1%	-18	5	-11%
4	CCOC(=O)c1c(C)[nH]c(C(=O)/C(C#N)=C/c2ccc(OC)c(OC)c2)c1C	2%	1	3%	0	11%	1%[46.1 µM]	-5%	4	11	-2%
5	O=C(Nc1cccc(O)c1)c1ccccc1	12%	15	0%	-5	u	7%	-8%	-7	-12	-1%
6	O=C1c2ccccc2NC(c2ccccc2)N1CCCN1CCOCC1 (stereo not drawn)	11%	x	2%	-22	-15%	5%	12%	1	6	12%
7	CCCCC(=O)NC(=S)Nc1nnn(CCC)n1	2%	-2	1%	-21	-3%	-4%	3%	-7	9	7%
8	CCOC(=O)c1c(C)[nH]c(C(=O)Nc2ccc(NC(C)=O)cc2)c1C	9%	6	0%	-2	-3%	-3%	-14%	x	3	-5%
9	COc1ccccc1N(CC(=O)NC(C)(C)C)C(=O)CCC(=O)Nc1ccccn1	0%	2	-1%	0	-3%	1%	-6%	-9	0	2%
10	CC(=O)Nc1ccc(SCCN2CC[C@@H](C(C)(C)C)CCC2=O)cc1	-5%	u	0%	-20	-29%	8%	7%	-2	-6	5%
11	CCOC1=NN(c2ccc(Cl)cc2)C(=O)/C1=C\N(C)C	8%	-2	8%	-12	-4%	0%	2%	4	x	1%
12	COc1ccc(CN2CCN(Cc3ccco3)CC2)cc1OC	-9%	9	-8%	2	7%	7%	8%	3	15	5%
13	Cc1csc(NC(=O)c2ccco2)n1	13%	1	-1%	5	-2%	1%	5%	43	3	-4%
14	CN(C)C(=O)CSc1n[nH]c(-c2ccco2)n1	8%	-1	1%	9	9%	-2%	3%	-3	-1	0%
15	Cc1ccc(-n2c(Cc3cccn3C)nnc2SCC(=O)Nc2cc(C)on2)cc1	9%	-1	4%	-7	-2%	6%	2%	0	-13	2%
16	CCSc1nc2c(c(=O)[nH]c(=O)n2C)n1CC(O)COc1ccccc1C (stereo not drawn)	-5%	-3	u	-2	16µM*	0%	-7%	1	1	8%
17	Nn1c(SCC(=O)NC2CCS(=O)(=O)C2)nnc1-c1cccs1 (stereo not drawn)	5%	1	-2%	-4	1%	12%	-1%	8	-1	-1%
18	CC1CN=C(N(C(=O)Nc2ccccc2)c2ccc(F)cc2)S1 (stereo not drawn)	10%	2	3%	-10	u	-4%	5%	-4	-7	0%
19	O=C(CSc1ncn(-c2ccccc2)n1)Nc1ccc2c(c1)OCO2	6%	11	0%	-9	-2%	0%	10%	7	2	2%
20	CCc1ccc(NC(=O)C(=O)NCCN2CCN(S(=O)(=O)c3ccccc3)CC2)cc1	19%	1	4%	-10	-6%	-3%	-3%	5	-17	-6%
21	O=C(Nc1c2c(nn1-c1cccc(Cl)c1)CS(=O)(=O)C2)c1cccs1	0%	-3	-2%	7	8%	5%	-13%	0	-22	-5%
22	[O-][N+]1=C2CCC/C(=N\O)C2=NC12CCCCC2	16%	x	1%	4	13%	-4%	10%	-20	15	3%
23	COc1ccc(CCNC(=O)c2cc(CC(C)C)on2)cc1OC	-7%	x	1%	17	u	3%	0%	-3	-4	-3%
24	C/C(Cl)=C/Cn1c(SCc2ccc(Cl)cc2)nc2c1c(=O)[nH]c(=O)n2C	10%	2	5%	-5	7%	2%	6%	4	0	1%
25	Cc1ccc(NC(=O)COC(=O)CN2C(=O)NC3(CCCC3)C2=O)cc1F	-13%	15	1%	8	17%	-10%	6%	9	8	-8%

Single records, from the list above. Screens in order: Eya2 inh, TRPV1 agonist, USP2a inh, TSHR antag, ELG1 DNA repair, TCR act, A-T KAP1 phos, KCNH2 WT inh, KCNH2 3.1 block, Mito fusion act
CCOC(=O)c1c(C)[nH]c(C(=O)Nc2ccc(NC(C)=O)cc2)c1C across the screens: 9%, 6, 0%, -2, -3%, -3%, -14%, x, 3, -5%
CCCCCC(=O)Nc1cc(S(=O)(=O)N2CCOCC2)ccc1N1CCCCC1 across the screens: 14%, u, -2%, -11, 13%, -2%, 0%, -5, -5, 12%
[O-][N+]1=C2CCC/C(=N\O)C2=NC12CCCCC2 across the screens: 16%, x, 1%, 4, 13%, -4%, 10%, -20, 15, 3%
O=C(Nc1cccc(O)c1)c1ccccc1 across the screens: 12%, 15, 0%, -5, u, 7%, -8%, -7, -12, -1%
Nn1c(SCC(=O)NC2CCS(=O)(=O)C2)nnc1-c1cccs1 (stereo not drawn) across the screens: 5%, 1, -2%, -4, 1%, 12%, -1%, 8, -1, -1%

The list goes on:
#	Molecule	Eya2 inh	TRPV1 agonist	USP2a inh	TSHR antag	ELG1 DNA repair	TCR act	A-T KAP1 phos	KCNH2 WT inh	KCNH2 3.1 block	Mito fusion act
26	CCC(c1nnc(SCC(=O)Nc2c(F)cccc2F)n1Cc1ccccc1)N(C)C (stereo not drawn)	-3%	-1	1%	-25	1%	6%	10%	-7	-15	2%
27	O=C1c2ccccc2C(=O)N1CCCCSc1nc2ccccc2c(=O)n1CCCN1CCOCC1	-4%	28	3%	-3	21µM*	4%	-2%	4	-9	-5%
28	COc1ccc2c(c1)CCC1=C2NC(=S)NC1c1ccc(N(C)C)cc1 (stereo not drawn)	-11%	0	-2%	-4	8%	1%	1%	-3	10	10%
29	O=C(O)c1ccc(Nc2nc3ccc(Cl)cc3[nH]2)cc1	19%	-3	2%	37	13%	2%	-6%	6	14	3%
30	O[C@@H]1CN(Cc2ccc(-n3cccn3)cc2)CC[C@H]1N1CCN(c2ccccc2F)CC1	6%	2	1%	-12	u	3%	-10%	25	-17	-1%
31	COc1ccc(S(N)(=O)=O)cc1C(=O)OCC(=O)N1CCCC(C)C1 (stereo not drawn)	8%	x	2%	x	u	x	8%	-3	3	x
32	COCCNC(=O)NC(=O)CN1CCN(C(c2ccccc2)c2ccccc2)CC1	15%	22	3%	-4	-10%	x	5%	10	6	-2%
33	Cc1c2ccccc2cc(Cc2ccccc2)[n+]1C	7%	-1	3%	14	-12%	-1%	10%	-2	-27	0%
34	COc1ccc(CC(=O)OCC(=O)Nc2ccc(N3CCOCC3)cc2)cc1	2%	-4	2%	7	u	-8%	2%	0	-41	6%
35	Cc1ccc(-c2cc(C(=O)OC3CCOC3=O)c3ccccc3n2)c(C)c1 (stereo not drawn)	-1%	16	0%	-4	7%	-1%	0%	-42	-18	2%
36	Cc1cc(=O)[nH]c(NN=C2CCC(C(C)(C)C)CC2)n1 (stereo not drawn)	-5%	14	4%	-12	-9%	-12%	-2%	8	2	20%
37	N/C(=N\c1nc2ccccc2o1)NC(=O)c1ccc([N+](=O)[O-])cc1	3%	12	1%	-7	-9%	-2%	5%	2	-10	-1%
38	CCOc1cccc(-c2c(C(=O)N/N=C/c3ccc(C)o3)nnn2-c2nonc2N)c1	-1%	0	-1%	10	10%	5%	5%	1	8	2%
39	COc1ccc(C)cc1NC(=O)c1cc(S(=O)(=O)N2CCCC2)cn1C	8%	2	1%	2	0%	-3%	4%	9	-6	2%
40	Cc1cc(=O)[nH]c(N=N/C(=N/Nc2ccc(O)cc2)c2ccccc2)n1	-7%	-2	-1%	-8	-11%	4%	-7%	2	0	1%
